Screening data (PubChem BioAssay)
C-LANA FP = KSHV C-LANA DNA binding inhibition | AID 504423 | inhibition, % at 9 µM | MBP-C-LANA/FAM-LBS DNA binding, fluorescence polarization | 340,000 tested, 0.078% active;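 active = highest replicate inhibition at or above 60% at 9 µM, even if other replicates fall short; inactive = all replicates below 60% inhibition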;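 note: 0% = neutral control wells and 100% = 4 µM acridine orange control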
OPRM1-OPRD1 ag = OPRM1-OPRD1 heterodimerization agonism; P35372+P41143; cells, luminescence; activation, % at 9.3 µM; 340,000 tested, 0.3% active; in the data active = activation above about 18%;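 note: 0% = vehicle-treated cells and 100% = reference agonist; values of inactives mirror those of a sister screen read the other way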
RTF Ca sens act = increases calcium sensitivity of human cardiac regulated thin filaments; activation, % at 7.2 µM; IANBD-labeled TnC RTF fluorescence at EC20 calcium; 0% EC20 calcium, 100% full calcium; 340,000 tested, 0.24% active; AID 493008; P19429+P45379;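 active = activation above the mean over all tested compounds plus 3 SD, cut at about 30% in these data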;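 note: rise in fluorescence read as greater calcium sensitivity of cardiac thin filaments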
Keap1-Nrf2 PPI = disrupts human Keap1 binding to Nrf2 peptide. Keap1 Kelch-Nrf2 peptide fluorescence polarization, 1536-well. inhibition, % at 9.4 µM. 340,000 tested, 0.15% active; in the data active = inhibition above about 12%;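 note: human Keap1 Kelch domain with fluorescein labeled Nrf2 9mer peptide probe; 0% = neutral control wells and 100% = peptide positive control; higher means more block of Keap1 binding to Nrf2 peptide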
Target sequence (Q14145 whole entry, looked up, the tested form may be a part): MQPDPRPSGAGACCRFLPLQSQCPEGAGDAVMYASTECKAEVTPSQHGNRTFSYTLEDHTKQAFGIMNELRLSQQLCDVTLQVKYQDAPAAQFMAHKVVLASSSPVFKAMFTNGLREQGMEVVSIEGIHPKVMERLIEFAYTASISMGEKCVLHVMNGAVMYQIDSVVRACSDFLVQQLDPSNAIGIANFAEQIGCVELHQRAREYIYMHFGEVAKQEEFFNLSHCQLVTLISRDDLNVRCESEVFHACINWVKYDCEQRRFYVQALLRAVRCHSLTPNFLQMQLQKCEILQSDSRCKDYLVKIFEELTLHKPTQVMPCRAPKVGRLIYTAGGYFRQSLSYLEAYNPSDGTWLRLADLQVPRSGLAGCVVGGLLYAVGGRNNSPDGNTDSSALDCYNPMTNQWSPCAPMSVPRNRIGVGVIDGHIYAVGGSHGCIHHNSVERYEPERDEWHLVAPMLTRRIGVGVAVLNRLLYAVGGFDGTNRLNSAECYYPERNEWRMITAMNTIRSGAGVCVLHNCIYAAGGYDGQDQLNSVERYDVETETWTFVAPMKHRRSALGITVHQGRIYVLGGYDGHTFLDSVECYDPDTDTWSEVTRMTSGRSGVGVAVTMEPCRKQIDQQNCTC
Pemphigus Ab inh = blocks pemphigus antibody binding to human desmoglein-3 | 310,000 tested, 0.48% active | binding (percent of control), % at 10 µM | AID 588358 | DSG3-coupled beads, scFv-anti-DSG3-GFP binding, flow cytometry; active compounds read low;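 active = binding more than 3 SD below its plate's average and above zero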;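 note: hits lower antibody fragment binding to DSG3; some compounds called inactive have numbers as strong as hits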
V-ATPase pHluor = yeast V-ATPase proton transport regulation by pHLuorin | AID 504577 | S. cerevisiae, pHLuorin cytosolic pH fluorescence | response, % at 10 µM | 350,000 tested, 0.37% active; in the data active = response mostly above about 7.3%, no sharp cut-off; inactive = mostly below about 5.4%; note: actives read high; inactives centre near 0; some compounds called inactive have numbers as strong as hits; reference of the scale not given here
Wnt act = activators of Wnt/beta-catenin signaling | Wnt/beta-catenin reporter cell assay, activator, plate reader | activation, % at 9.35 µM | 300,000 tested, 1.2% active; in the data active = activation above about 30%, passing the limit was not always enough;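 note: 0% = neutral control wells and 100% = positive control wells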
RTF Ca sens inh = cardiac RTF calcium desensitization | P19429+P45379 | IANBD-labeled cardiac RTF, Ca2+ fluorescence | inhibition, % at 7.15 µM | 340,000 tested, 0.12% active | AID 493244;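 active = inhibition above the mean inhibition of all tested compounds plus 3 SD, cut at about 17% in these data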;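 note: assay run at fixed EC70 calcium of 1.6 mM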
MOR-DOR inv ag = inverse agonist of human OPRM1-OPRD1 heterodimerization | P35372+P41143 | cell-based MOR-DOR heterodimer luminescence, inverse agonism | inhibition, % at 9.3 µM | 340,000 tested, 0.21% active | AID 504357; in the data active = inhibition above about 22%, passing the limit was not always enough;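 note: 0% = cells with DMSO and 100% = wells without cells with DMSO; values of inactives mirror those of a sister screen read the other way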
Arrestin-AP2 inh = human beta-arrestin and AP2 interaction inhibition | FITC-arrestin peptide / GST-AP2 beads, flow cytometry; AP2 beta2 appendage carries R879A mutation | inhibition, % at 10 µM | 340,000 tested, 0.31% active | AID 504490;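 active = inhibition above a set limit, near 3 SD of compounds lacking own fluorescence, cut at about 54% in these data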;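 note: plate controls were DMSO wells for no effect and 5 µM unlabelled arrestin peptide for full effect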
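Assay system: GST-AP2 R879A bound to glutathione beads, E. coli-expressed; Medium: PBS with 0.05% Tween 20 and 0.1% BSA; Also added: fluorescein-tagged arrestin peptide at 50 nM final; Timing: 12 min plus 1 h, RT; Measured by: flow cytometry, FL1 (488/535 nm); Evaluation: percent drop in bead-associated FITC signal.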
Active calls of the source: *; nt = no result given. Rows were taken by chance, and some 3.1% of all compounds hit somewhere here.

SMILES	C-LANA FP	OPRM1-OPRD1 ag	RTF Ca sens act	Keap1-Nrf2 PPI	Pemphigus Ab inh	V-ATPase pHluor	Wnt act	RTF Ca sens inh	MOR-DOR inv ag	Arrestin-AP2 inh
Cc1ccccc1NC(NC(=O)c1cccnc1)C(Cl)(Cl)Cl (stereo not drawn)	0.7	-0.1	-7	5	97	-3	-2	-10	0	20
Nc1cc(=O)[nH]c(=O)n1Cc1ccccc1	1.2	-1.8	2	-3	108	0	9	-3	11	6
CCN(Cc1ccccc1)C(=O)c1cc(S(=O)(=O)N2CCOCC2)cn1C	-0.4	-0.7	-2	0	104	3	0	3	4	23
Cn1ccnc1SCC(=O)Nc1cccc(S(=O)(=O)N2CCCCC2)c1	0.3	-0.5	8	0	105	4	-1	-3	3	16
O=C(OCC(=O)c1ccccc1)C1=NN(c2ccccc2)C(=O)CC1	0.0	-2.1	-5	-5	101	1	-5	1	9	7
O=[N+]([O-])c1cccc(/C=N/NC2=NS(=O)(=O)c3ccccc32)c1	-1.5	-1.4	-3	5	98	1	-2	4	8	36
Cc1ccc(/C=N/Nc2nc3ccccc3s2)o1	2.4	3.2	-7	-2	102	0	35*	2	-20	18
O=C(N/N=C/c1ccc([N+](=O)[O-])o1)c1cc(-c2ccc(-c3ccccc3)cc2)nc2ccccc12	-1.7	-0.4	-1	6	86	1	0	-10	2	10
C[N+](C)(C)CC=O	2.6	-1.2	4	3	100	1	1	8	6	5
Cc1ccc(S(=O)(=O)NNC(=O)CCC(=O)Nc2ccccc2Cl)cc1	-0.8	-2.0	4	-7	nt	0	1	-6	11	-1
CCCN1CCC(=O)NC1=S	0.4	-0.5	3	-4	123	-1	0	-5	2	11
CC(=O)N1CCN(C(=O)c2ccc(NS(=O)(=O)c3cc(C)ccc3C)cc2)CC1	0.5	-2.0	-5	1	99	-1	1	1	13	-1
COc1ccc(NS(=O)(=O)c2ccc(F)cc2F)cn1	1.6	0.4	-6	1	99	-2	-1	-45	-4	27
N#Cc1ccsc1NC(=O)CN1CCN(Cc2ccccc2)CC1	-0.8	-1.3	-3	-1	101	1	0	6	7	5
CCOC(=O)C1CCCN(S(=O)(=O)CCNC(=O)c2ccc(F)cc2)C1 (stereo not drawn)	-1.1	-1.5	-6	-5	103	2	1	-10	9	-3
COC(=O)c1cnn(-c2ccc(C)c(C)c2)c1-n1cccc1	-0.6	-0.8	4	1	98	-3	-10	-2	4	-7
CCCC(=O)N(Cc1cc(=O)[nH]c2ccccc12)c1ccccc1	-0.1	-2.9	-6	-1	93	2	0	-6	15	35
CC(C)N1CCc2c(sc(NC(=O)c3ccc(S(=O)(=O)N4CCCCC4C)cc3)c2C(N)=O)C1 (stereo not drawn)	21	-1.5	1	0	92	-2	-18	-5	8	-13
CCOc1ncccc1C(=O)Nc1cc(S(=O)(=O)N2CCCCC2)ccc1OC	2.5	-1.8	-1	0	98	-6	-4	6	9	24
CCCCCCC(=O)N(O)C1CC(=O)N(c2ccc(Br)cc2)C1=O (stereo not drawn)	-0.6	-1.2	-1	-3	82	-2	3	0	6	12
CCOC(=O)N1CCC(=NNc2ccc(S(N)(=O)=O)cc2[N+](=O)[O-])CC1	-1.1	-0.7	5	1	96	-1	0	5	4	36
COc1cc(C2N(c3cccc(Cl)c3)C(=O)C3CCCN32)cc(OC)c1OC (stereo not drawn)	1.1	-3.1	7	-3	109	4	2	1	15	19
CCN(CC)S(=O)(=O)c1cc(C(=O)OC(C)C(=O)NCc2ccco2)ccc1C (stereo not drawn)	-0.7	-1.2	1	0	106	1	-3	2	5	0
CCCCN(C(=O)CSCc1ccc(C)cc1)c1c(N)n(CCC)c(=O)[nH]c1=O	0.2	-1.5	-6	-2	96	2	0	-4	8	-5
CCCn1c(N)c(C(c2ccc(C(=O)OC)cc2)N2CCN(c3ccccc3)CC2)c(=O)[nH]c1=O (stereo not drawn)	1.4	-1.6	3	-9	97	3	1	-5	10	-3
Cc1c(NC(=O)COC(=O)/C=C/c2cccc(Br)c2)c(=O)n(-c2ccccc2)n1C	0.4	-2.2	0	-4	nt	4	-1	-7	8	-7
CCCCNC(=O)CSc1nnc(Cc2ccc(Cl)c(Cl)c2)c(=O)[nH]1	-1.6	-2.3	-5	1	100	5	15	-2	12	-6
Cc1ccccc1C(=O)NC1CCN(Cc2ccccc2)CC1	-0.5	-2.3	2	-3	111	0	13	-45	11	4
N#Cc1ccccc1NC(=O)CN(Cc1ccccc1)Cc1ccccc1	-1.9	3.6	-2	-3	102	-4	0	4	-30	0
O=C(NCCc1ccccc1)C1CCCN1C(=O)Nc1ccc(F)cc1 (stereo not drawn)	-0.4	-1.2	12	5	100	-2	-3	-8	7	28
CCCC(=O)N(CCN1CCOCC1)c1nc2c(F)cc(F)cc2s1	2.5	-0.1	-8	3	109	-1	7	-9	0	2
COc1ccc(OC)c(/C=N/NC(=O)c2cc[n+](CC(=O)c3ccccc3)cc2)c1	-0.8	1.2	9	-3	95	1	0	-3	-7	3
O=C(O)CCCSc1nccn1-c1ccccc1	-1.3	-2.6	-1	-5	80	-1	0	-4	13	-14
COc1cccc(Nc2nc(-c3sc(NC(=O)CC(C)C)nc3C)cs2)c1	-2.8	-0.1	2	-7	104	2	2	-6	0	3
CC(C)CCn1c(O)c(N=NC(=O)Cn2ccc(C(F)(F)F)n2)c2ccccc21	0.8	1.0	-4	-1	97	3	6	-5	-5	-2
CCN(CC(=O)Nc1ccc(NC(C)=O)cc1)C(=O)c1cn(-c2ccccc2)nc1-c1cccs1	0.6	-1.2	-9	-2	100	6	-1	-1	8	7
COc1ccc(CSc2n[nH]c(C)n2)cc1Br	1.3	-1.9	1	-2	109	0	nt	-6	11	3
Cc1ccc(C(=O)N2CCN(c3ccc(NC(=O)Cc4ccccc4)cc3)CC2)cc1	2.0	-1.0	3	0	101	-2	-1	18*	7	-2
CCN(C(=O)COC(=O)Cn1c(=O)oc2ccccc21)c1c(N)n(Cc2ccccc2)c(=O)[nH]c1=O	0.8	-1.3	0	-5	101	-1	-1	-1	5	-2
O=C(Nc1ccc(CN2CCOCC2)cc1)c1cccs1	-1.0	-0.1	5	-6	101	-1	nt	-10	0	-5
COc1ccc(OCc2nc3c4cc(OC)c(OC)cc4nc(=S)n3[nH]2)cc1	0.0	-1.2	0	-4	107	3	-4	-1	8	-4
Cc1ccc(-n2nnnc2-c2cnn(-c3cccc(F)c3)c2C(F)(F)F)cc1	0.9	1.8	1	1	100	-1	-5	6	-10	0
Cc1ccc(C(=O)c2coc3ccc(OCC(=O)O)cc23)cc1	-0.1	-0.8	4	-1	104	0	nt	0	5	-6
CCn1c(CNC(=O)Cc2ccc(OC)cc2)nnc1SCC(=O)c1ccccc1	0.0	-0.1	7	-4	102	4	-1	-30	1	-18
Cc1ccc(NC(=O)OCCN2CCN(S(=O)(=O)c3ccc(C)cc3)CCC2=O)cc1	-0.2	-1.2	-3	-8	100	-3	-2	3	7	10
O=S1(=O)C[C@H]2NC(=S)N(c3ccccc3)[C@H]2C1	0.2	-1.6	2	-1	100	2	2	0	8	-6
O=C(O)CC(NC(=O)/C(=C/c1ccccc1)NC(=O)c1ccccc1)c1ccccc1 (stereo not drawn)	-1.0	-1.3	6	-1	104	-2	0	-5	7	38
COc1ccc(CNc2nc3ccccc3n2C(C)C)c(O)c1	-1.0	-1.4	-5	-1	97	-7	-2	-4	7	-10

3 of the compounds above, as a markdown table:
| SMILES | C-LANA FP | OPRM1-OPRD1 ag | RTF Ca sens act | Keap1-Nrf2 PPI | Pemphigus Ab inh | V-ATPase pHluor | Wnt act | RTF Ca sens inh | MOR-DOR inv ag | Arrestin-AP2 inh |
| --- | --- | --- | --- | --- | --- | --- | --- | --- | --- | --- |
| CCN(C(=O)COC(=O)Cn1c(=O)oc2ccccc21)c1c(N)n(Cc2ccccc2)c(=O)[nH]c1=O | 0.8 | -1.3 | 0 | -5 | 101 | -1 | -1 | -1 | 5 | -2 |
| COc1ccc(OCc2nc3c4cc(OC)c(OC)cc4nc(=S)n3[nH]2)cc1 | 0.0 | -1.2 | 0 | -4 | 107 | 3 | -4 | -1 | 8 | -4 |
| Cc1ccc(C(=O)c2coc3ccc(OCC(=O)O)cc23)cc1 | -0.1 | -0.8 | 4 | -1 | 104 | 0 | nt | 0 | 5 | -6 |

(further entries)
SMILES	C-LANA FP	OPRM1-OPRD1 ag	RTF Ca sens act	Keap1-Nrf2 PPI	Pemphigus Ab inh	V-ATPase pHluor	Wnt act	RTF Ca sens inh	MOR-DOR inv ag	Arrestin-AP2 inh
COc1cc(Cl)c(C)cc1NC(=O)CSc1nnc(-c2ccccn2)n1Cc1ccco1	1.7	-0.2	-3	-5	97	-7	nt	0	1	-3
Cc1c(NC(=O)CCC2CCCCC2)c(=O)n(-c2ccccc2)n1C	0.4	-0.5	4	5	105	0	-3	-2	3	-13
O=C(CSc1nnc(-c2ccncc2)n1-c1ccccc1Cl)Nc1ccc(C(=O)O)cc1	0.2	-0.8	0	-4	97	-1	0	-4	4	-14
O=C(CNC(=O)c1ccc(Br)o1)Nc1cccc(S(=O)(=O)N2CCCC2)c1	-1.4	1.0	3	-8	102	-3	-1	-6	-6	8
CCN(C[C@H]1N[C@@](Cc2ccccc2)(C(=O)OC)[C@H]2C(=O)N(C)C(=O)[C@@H]12)S(=O)(=O)c1ccc(C(F)(F)F)cc1	-2.3	3.4	10	-1	93	-1	0	-2	-16	53
Cc1cn(C2OC(COC(=O)c3ccccc3)C(O)C2Cl)c(=O)[nH]c1=O (stereo not drawn)	2.4	-1.6	2	-4	104	1	-9	-6	11	-1
CC1Cc2ccccc2N1C(=O)COC(=O)/C=C/c1ccc(F)cc1 (stereo not drawn)	0.6	0.7	9	-1	102	-2	-1	-8	-4	-6
O=C(NCCN1CCCCC1)c1ccco1	-0.1	-0.8	4	-4	102	12	-2	-7	3	4
COc1cccc(CN2CCN(C3CCN(c4cccc(C)c4C)CC3)CC2CCO)c1 (stereo not drawn)	9.9	4.9	0	2	92	4	-2	-8	-25	47
COc1ccc(OC)c(CC(NC(C)=O)C(=O)NC2CCN(C(=O)c3cccc(C)c3)CC2)c1 (stereo not drawn)	0.0	-1.7	5	1	nt	2	1	-11	11	-3
C=CCC[C@@H](Cc1ccc(F)cc1)C(=O)OCCNC(=O)[C@@H](CC=C)CC(=O)N(CCO)Cc1ccccc1	-1.5	0.2	7	-4	110	2	-2	-5	-1	4
COc1cc(C(=O)NCc2ccc(OCCN(C)C)cc2)cc(OC)c1OC	0.8	-0.7	8	-3	99	1	3	5	4	7
COc1cccc(C2(c3cccc(OC)c3)CC2C(=O)Nc2ccccc2Cl)c1 (stereo not drawn)	-0.9	-1.5	-5	1	85	-1	-2	-5	8	-7
CC(=O)C1C(c2ccco2)c2c(noc2C)CC1(C)O (stereo not drawn)	0.0	-1.4	5	1	75	-27	nt	-6	7	4
O=C(Nc1ccc2c(c1)OCO2)c1noc2c1CCCC2	0.2	1.1	-7	-4	96	1	38*	-7	-6	-1
CC(=O)[C@H]1CC[C@H]2[C@@H]3CCC4=CC(=O)CC[C@]4(C)[C@H]3[C@H](O)C[C@]12C	-1.3	-1.1	4	0	106	-1	2	9	6	18
